PP1 counter = blocks human PP1-alpha phosphatase, a PP5 counter-screen; P62136; AID 2235; purified PP1alpha, OMFP fluorescence; hit rate 0.9% among 320,000; inhibition, % at 6.7 µM;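 active means inhibition above the mean inhibition of all tested compounds plus 3 SD, computed separately for each screening campaign, cut at about 15% in these data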
Target sequence (P62136 whole entry, looked up): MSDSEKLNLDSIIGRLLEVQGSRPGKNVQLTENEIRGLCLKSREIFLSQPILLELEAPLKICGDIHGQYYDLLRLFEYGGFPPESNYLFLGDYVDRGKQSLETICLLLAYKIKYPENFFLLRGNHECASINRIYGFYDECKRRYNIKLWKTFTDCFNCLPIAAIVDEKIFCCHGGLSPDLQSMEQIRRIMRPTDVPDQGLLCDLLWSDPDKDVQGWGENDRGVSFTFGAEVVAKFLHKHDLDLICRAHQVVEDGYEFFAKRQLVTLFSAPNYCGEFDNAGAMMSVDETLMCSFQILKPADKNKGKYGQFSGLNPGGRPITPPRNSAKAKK
TPT1 inh = blocks Candida albicans tRNA 2'-phosphotransferase; recombinant caTPT1, FP RNA substrate dephosphorylation; hit rate 0.81% among 300,000; inhibition, % at 5 µM; AID 1962;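 active means inhibition above the mean of all tested compounds plus 3 SD, set per screening campaign, cut at about 24% in these data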;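 further: plate controls were DMSO alone for no effect and ferristatin control at 100 nM for full effect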
Fh CTSL1 inh = counter-screen for PFM18AAP inhibitors: inhibitors of F. hepatica cathepsin L1; hit rate 0.49% among 300,000; inhibition, % at 5.96 µM; recombinant F. hepatica cathepsin L1, Z-Leu-Arg-MCA fluorescence;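 active means inhibition above the mean of all tested compounds plus 3 SD, set per screening campaign, cut at about 17% in these data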;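 further: 0% = plate median of test compound wells and 100% = 1 µM Z-Phe-Ala-diazomethylketone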
JMJD2C inh = human JMJD2C demethylase inhibition | hit rate 0.069% among 330,000 | Q9H3R0 | GST-JMJD2C(1-420) H3K9me3 demethylation, DELFIA europium | inhibition, % at 2.35 µM | AID 2099;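 active means more than half of a compound's replicate wells show inhibition beyond 50%, single wells judged on their own value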;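 further: signal counts dimethyl H3K9 product captured on neutravidin plate; 0% = median of DMSO wells and 100% = 0.3 times that DMSO median; strong numbers were not always called active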
EBNA-1 inhibitor = blocks EBNA-1 binding to DNA | EBNA-1 DNA binding, fluorescence polarization | inhibition, % at 14.8 µM | hit rate 0.34% among 300,000; in the data active means inhibition above about 28%
ZTA DNA inh = counter-screen for EBNA-1 inhibitors: inhibitors of Epstein-Barr virus ZTA. P03206. ZTA-DNA binding, fluorescence polarization. inhibition, % at 11 µM. hit rate 0.15% among 320,000. AID 2234; in the data active means inhibition above about 33%
Target sequence (P03206 whole entry, looked up): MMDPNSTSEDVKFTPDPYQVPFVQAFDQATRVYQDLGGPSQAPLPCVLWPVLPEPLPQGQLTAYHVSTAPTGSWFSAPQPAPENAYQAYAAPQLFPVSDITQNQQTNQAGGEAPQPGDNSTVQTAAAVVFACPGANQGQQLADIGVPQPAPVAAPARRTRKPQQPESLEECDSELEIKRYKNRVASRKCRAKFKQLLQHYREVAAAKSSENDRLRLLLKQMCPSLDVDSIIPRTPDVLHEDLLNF
core dimer inh = HCV core protein dimerization inhibition; TR-FRET GST/Flag-core106 dimerization, 1536-well; inhibition, % at 5 µM; hit rate 0.33% among 300,000; AID 1899;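 active means inhibition above the mean of all tested compounds plus 3 SD, set per screening campaign, cut at about 45% in these data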
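Assay system – GST-tagged and Flag-tagged HCV core protein residues 1-106 · Quantity – core106 proteins, GST 13.5 nM and Flag 17 nM · Benchmarks – unlabelled core106 and no-GST-core106 wells · Read-out basis – percent inhibition of core106 dimerization signal · Detection – time-resolved FRET, ex 340 nm, em 617 and 671 nm · Schedule – 4 h at 22.5 °C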
Yeast superoxide = lowers age-related superoxide in aged yeast cells; S. cerevisiae aged cells, superoxide DHE fluorescence; hits give low values; AID 2690; hit rate 0.18% among 330,000; superoxide response (% of plate mean), % at 10 µM;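 active means superoxide response under a set limit, about three screen SD below normal, cut at about 65% in these data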;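 further: yeast aged for seven days with compound at 30 °C before DHE staining; 100% = average MFI of all compound-treated wells on the plate with controls excluded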
PP5 primary = inhibitors of human protein phosphatase 5 (PP5); P53041; purified PP5c, OMFP substrate fluorescence; inhibition, % at 6.7 µM; hit rate 0.18% among 320,000;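 active means inhibition above the campaign's mean inhibition across all tested compounds plus 3 SD, cut at about 9.5% in these data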;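 further: 0% = DMSO only and 100% = 100 µM cantharidin control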
Target sequence (P53041 whole entry, looked up): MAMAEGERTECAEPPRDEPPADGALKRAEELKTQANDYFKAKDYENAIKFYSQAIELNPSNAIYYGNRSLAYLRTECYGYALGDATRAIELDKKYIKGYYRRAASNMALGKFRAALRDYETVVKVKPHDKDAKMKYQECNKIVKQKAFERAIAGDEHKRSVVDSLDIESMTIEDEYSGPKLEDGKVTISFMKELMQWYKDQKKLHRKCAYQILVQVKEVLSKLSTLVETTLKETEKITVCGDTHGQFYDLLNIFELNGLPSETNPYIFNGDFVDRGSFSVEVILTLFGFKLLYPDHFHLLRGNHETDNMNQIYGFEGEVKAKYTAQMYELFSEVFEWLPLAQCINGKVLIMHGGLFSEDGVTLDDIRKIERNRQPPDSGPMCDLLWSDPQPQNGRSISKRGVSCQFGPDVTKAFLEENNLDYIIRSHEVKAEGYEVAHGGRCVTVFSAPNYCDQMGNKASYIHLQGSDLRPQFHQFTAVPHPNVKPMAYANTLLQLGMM
* marks the source's active call; other numbers are inactive results; x = not tested or not shown.

SMILES	PP1 counter	TPT1 inh	Fh CTSL1 inh	JMJD2C inh	EBNA-1 inhibitor	ZTA DNA inh	core dimer inh	Yeast superoxide	PP5 primary
Cc1c(Cl)cccc1NC(=S)NCCc1ccc(C(F)(F)F)cc1	1	-1	1	72	-7	-4	-2	94	3.6
Cc1nn(CC(=O)Nc2cccnc2)c(C)c1[N+](=O)[O-]	-3	-2	1	-8	0	-13	-2	99	1.3
CCCCN(CC)Cc1ccc(CNC(=O)Nc2ccc(OC)cc2OC)o1	-1	0	2	-1	2	-3	-3	99	-3.3
CCOC12NC(=O)CC(=O)N1C(c1ccccc1)=CS2 (centres undefined)	3	2	-3	-11	4	0	-3	112	2.9
NS(=O)(=O)c1ccc(-c2ccc(/C=C3\SC(=O)NC3=O)o2)cc1	-3	0	0	-1	5	13	-23	104	0.9
COc1ccc(CC(=O)Nc2nc(C)cs2)cc1S(=O)(=O)N1CCOCC1	0	x	x	3	x	-6	x	94	-0.2
CC1(C)SC(=S)N(/N=C/c2ccc(O)cc2)C1N(O)C(=O)Nc1ccc([N+](=O)[O-])cc1 (centres undefined)	-5	5	7	0	-7	3	-3	108	7.0
COc1ccc(-n2c(-c3ccc(OC)c(OC)c3)n[nH]c2=S)cc1	-1	3	-1	9	1	9	6	102	-1.5
CC(C)(C)c1nnc(NC(=O)CCS(=O)(=O)c2ccccc2)s1	-2	0	11	-2	10	15	7	106	-1.9
COc1cc2c(cc1OC)C1(Nc3c-2c(C)nn3-c2ccccc2)C(=O)Nc2ccccc21 (centres undefined)	-1	4	0	x	0	6	5	94	4.0
CC1CCC(NC(=O)Cn2c(=O)oc3ccccc32)CC1 (centres undefined)	-2	2	2	-6	1	4	1	100	0.8
COc1ccc(CCNC(=O)COC(=O)COc2ccc(C#N)cc2)cc1	-2	-4	-5	6	6	-4	-9	110	-0.4
CCOC(=O)N1CCN(C(=O)CSc2ccc3nnc(CCNC(=O)c4ccccc4)n3n2)CC1	-1	-1	1	3	6	16	1	99	-1.6
CC(C)Cn1c(CCCNC(=O)c2ccco2)nc2ccccc21	-1	-1	-1	-1	8	-6	-5	90	0.2
NC(=O)/C(=C\c1ccccc1)NC(=O)/C=C/c1ccccc1	-1	4	-4	-3	-6	-12	-6	117	-0.5

Six compounds already listed, ordered by SMILES length, smallest number first:
SMILES	PP1 counter	TPT1 inh	Fh CTSL1 inh	JMJD2C inh	EBNA-1 inhibitor	ZTA DNA inh	core dimer inh	Yeast superoxide	PP5 primary
CCOC12NC(=O)CC(=O)N1C(c1ccccc1)=CS2 (centres undefined)	3	2	-3	-11	4	0	-3	112	2.9
NC(=O)/C(=C\c1ccccc1)NC(=O)/C=C/c1ccccc1	-1	4	-4	-3	-6	-12	-6	117	-0.5
COc1ccc(-n2c(-c3ccc(OC)c(OC)c3)n[nH]c2=S)cc1	-1	3	-1	9	1	9	6	102	-1.5
COc1ccc(CC(=O)Nc2nc(C)cs2)cc1S(=O)(=O)N1CCOCC1	0	x	x	3	x	-6	x	94	-0.2
COc1cc2c(cc1OC)C1(Nc3c-2c(C)nn3-c2ccccc2)C(=O)Nc2ccccc21 (centres undefined)	-1	4	0	x	0	6	5	94	4.0
CC1(C)SC(=S)N(/N=C/c2ccc(O)cc2)C1N(O)C(=O)Nc1ccc([N+](=O)[O-])cc1 (centres undefined)	-5	5	7	0	-7	3	-3	108	7.0

Later entries:
SMILES	PP1 counter	TPT1 inh	Fh CTSL1 inh	JMJD2C inh	EBNA-1 inhibitor	ZTA DNA inh	core dimer inh	Yeast superoxide	PP5 primary
c1ccc(-c2csc(-c3ccncc3)n2)cc1	-9	2	0	-1	-7	5	1	76	1.3
CN(Cc1ccco1)C(=O)C1CCC(=O)N(CCc2cccc(F)c2)C1 (centres undefined)	-1	2	3	-1	-6	-1	3	104	2.0
COc1cc(/C=N/NS(=O)(=O)c2ccc(C)cc2)ccc1OCc1ccc(C(=O)O)cc1	-1	-4	3	8	14	16	10	102	1.3
CCC(C)(C)c1ccc(OCCN2C(=O)NC(C)(C)C2=O)cc1	3	0	-2	3	9	0	-5	97	-1.0
O=C(CSc1nnc(-c2c[nH]c3ccccc23)o1)NCC1CCCO1 (centres undefined)	3	x	x	5	x	6	x	122	2.8
CCOc1ccccc1NC(=O)Cn1c(=O)n(-c2ccccc2)c(=O)c2oc3ccccc3c21	-1	1	2	8	-8	-7	7	110	-1.6
COC(=O)c1c(C)nn(-c2ccc(F)c(Cl)c2)c1-c1cc(C)on1	-6	3	-1	16	-1	10	-3	104	2.5
Cc1ccccc1-c1nnc(Cc2ccccc2)o1	-1	-3	-1	0	11	4	-10	97	0.8
O=C(NC(=S)N(CCO)Cc1ccccc1)c1cc(Br)ccc1Cl	6	-1	-2	-2	-4	-6	-3	91	1.4
CCCCOC(=O)C(C#N)c1nc2ccccc2nc1N1CCN(Cc2ccc3c(c2)OCO3)CC1 (centres undefined)	3	0	-2	x	3	-1	15	101	4.7
O=C(O)/C=C/C(=O)Nc1ccccc1SC(F)(F)C(F)(F)C(F)(F)F	-4	-1	2	-7	3	0	3	121	1.9
CCCCN(C(=O)c1oc2ccc(OCC)cc2c1C)c1c(N)n(CCCC)c(=O)[nH]c1=O	8	2	-1	0	1	6	10	98	1.6
COc1cccc(NCc2cc(=O)oc3cc(C)c(C(C)C)cc23)c1	6	-4	2	-7	0	-20	5	99	3.4
CCN(C(=O)COC(=O)c1cnc(C)cn1)C1CCS(=O)(=O)C1 (centres undefined)	-4	-2	-2	-11	8	-5	-2	83	-1.9
CC(CCc1ccccc1)OS(N)(=O)=O (centres undefined)	3	-1	-1	35	10	3	-4	102	2.9
CCn1nc(C)cc1C(=O)n1nc(C)c(Sc2ncccn2)c1C	2	-1	-2	x	0	-11	-6	104	0.5
CCOC(=O)CNc1c(-c2ccccc2)nc2ccc(Cl)cn12	-3	0	-1	2	-8	-12	-6	98	2.5
CSCC[C@H](NC(=O)N1CCn2c1nc1ccccc12)C(=O)NCc1ccccc1	2	18	-1	0	5	4	1	92	-2.4
Cc1ccc2c(cnn2C(=O)CCCC(=O)NCc2cccc(F)c2)c1	4	1	-3	1	7	-13	3	97	3.8
CNC(=O)C1CC(=O)N/C(=N/N=C(\C)c2cccs2)S1 (centres undefined)	4	0	2	-1	-14	11	-6	119	1.0
COC(=O)Cc1c(O)ccn(Cc2ccc(Cl)c(Cl)c2)c1=O	-5	-1	-6	-2	0	6	-1	90	-2.2
CN(C)S(=O)(=O)c1ccc(N2CCN(S(=O)(=O)c3ccc(F)cc3)CC2)c(Cl)c1	5	-1	1	-9	1	5	14	78	6.0
CN1CCN(c2ncnc3c2[nH]c2ccc(F)cc23)CC1	-5	-4	-3	3	12	1	-4	103	1.1
Cc1c(C)n(C)c2ccc(C(=O)NCCN3CCOCC3)cc12	-3	-1	1	-4	-11	-4	-7	96	-0.7
Cc1cccc(-c2cc(C(=O)N3CCCc4ccccc43)c3ccccc3n2)c1	2	-1	6	-6	3	0	5	100	0.5
O=C(NCc1cccc(C(F)(F)F)c1)C1CCCN(c2ncccn2)C1 (centres undefined)	-10	-5	11	0	-9	-15	2	99	-1.4
Cc1ccc(S(=O)(=O)N2CCOCC2)cc1C(=O)NC(=S)N1CC(C)OC(C)C1 (centres undefined)	-1	1	-1	2	7	14	1	102	-1.9
COc1ccc(S(=O)(=O)NCc2csc(C)n2)cc1	6	-4	-2	16	-9	4	1	98	3.0
Cc1cc(C)c(S(=O)(=O)NCCn2ccc3ccccc32)c(C)c1	-2	0	-1	-1	2	-28	4	115	7.1
COc1ccc(CNC(=O)CC2C(=O)NCCN2C2Cc3ccccc3C2)cc1 (centres undefined)	2	-3	4	14	6	11	-3	99	0.1
Cc1ccc(S(=O)(=O)N2CCN=C2SCc2c(F)cccc2Cl)cc1	2	-4	4	1	10	2	-10	94	2.5
Cc1ccc(C2NC(=O)c3ccccc3O2)cc1 (centres undefined)	2	1	-2	4	-2	9	8	96	4.2
COc1ccc(C(=O)Nc2ccc(Oc3ncnc4sc(-c5ccccc5)cc34)cc2)cc1OC	-2	3	2	-11	-2	9	-4	94	1.5
CC1CCCN(C(=O)C2CC(=O)N(c3ccc(Cl)cc3)C2)C1 (centres undefined)	-1	2	2	-5	3	5	2	100	0.2
CC(C)CCNC(=O)COC(=O)/C=C/c1ccc2ccccc2n1	-4	5	2	3	6	-1	-1	94	2.4
Cc1cc(C)n(S(=O)(=O)c2cc(C(=O)O)c(Cl)cc2Cl)n1	-1	-1	0	7	-4	-6	2	88	0.5
CCc1ccc(NC(=O)N(CCCN2CCOCC2)C(C)c2cc3cccc(OC)c3o2)cc1 (centres undefined)	-2	-2	3	-12	-7	-6	7	100	1.9
CN(C)S(=O)(=O)c1cccc(C(=O)OCC(=O)c2ccc3c(c2)NC(=O)CO3)c1	1	-2	-7	1	-3	-6	0	85	3.0
COc1cccc(NC(=O)CN2C(=O)COc3ccc(S(=O)(=O)N4CCC(C)CC4)cc32)c1	4	3	-1	-4	-10	9	16	140	4.7
Cc1ccc2nc(SCC(=O)N3c4ccccc4CC3C)c(C)cc2c1 (centres undefined)	-2	-6	5	-1	4	5	11	102	-0.6
Cc1cc(C)n(CC(=O)NN)n1	2	-5	3	5	9	-1	-4	112	2.3
Cc1ccc(NC(=O)c2cccc(NC3=NC4CS(=O)(=O)CC4S3)c2)cc1C (centres undefined)	1	-4	-3	6	-4	7	6	93	-0.6
CCOC(=O)N1CCC(=NNC(=O)COc2cccc(C)c2)CC1	-2	-2	-2	6	-19	-11	-10	104	1.6
CCc1cc(=O)oc2cc(OCc3ccc(C(=O)O)o3)ccc12	5	4	-4	-14	-1	-15	-6	104	4.0
O=C(CN1C(=O)NC(Cc2ccccc2)C1=O)Nc1ccc(OC(F)(F)F)cc1 (centres undefined)	-3	x	x	-4	x	-14	x	83	3.6
COc1ccc(CCn2c(-c3ccc(F)cc3)nc3c(c(=O)c4ccccc4n3C)c2=O)cc1OC	4	0	-1	5	2	-2	11	112	-1.1
COc1ccc(-c2cc3c(=O)n(CC(=O)NCCCN4CCN(Cc5ccccc5)CC4)ncn3n2)cc1	-1	-5	5	-6	-1	-7	-7	122	-0.6
CCOc1ccc(-c2nc(N)ncc2Oc2ccccc2Br)c(O)c1	0	0	5	-18	2	14	-6	106	5.5
COc1ccc(-n2c(Cn3c(=O)sc4ccccc43)nnc2SCC(=O)N2CCCC2)cc1	38*	-3	-2	5	-1	-5	5	103	1.2
Cc1nc2ccccn2c1/C(O)=C1\C(=O)C(=O)N(CCN2CCOCC2)C1c1ccncc1 (centres undefined)	-2	-9	-1	9	-8	-3	1	97	1.6
COc1ccc(OCCOC(=O)CNC(=O)c2ccc(C)cc2)cc1	1	1	-4	2	-10	-8	3	138	2.8
CC(C)(C)NC(=O)c1ccc(Cn2cc(C(F)(F)F)ccc2=O)cc1	0	-4	0	-3	-27	2	-3	112	3.1
CCN(C(=O)CCN1C(=O)S/C(=C\c2ccccc2)C1=O)C1CCS(=O)(=O)C1 (centres undefined)	0	-2	3	6	16	11	1	88	-1.4
COc1ccc(CC(=O)N(Cc2ccccc2)c2ccccc2)cc1S(=O)(=O)N1CCOCC1	-6	-2	-2	-7	2	-17	4	122	2.2
O=C(O)c1cccnc1C(=O)O	-5	-2	-1	x	18	-3	4	109	1.5
CC(C)(C)NC(=O)C(c1ccc(F)cc1)N(Cc1ccco1)C(=O)CCC(=O)Nc1nccs1 (centres undefined)	3	-4	3	5	6	-14	-11	107	2.0
COc1cc(-c2cc(C(=O)Nc3ccccc3N3CCOCC3)c3ccccc3n2)cc(OC)c1OC	-3	-1	6	-15	-6	-25	5	108	-0.3
O=C(NCc1ccco1)c1cnccn1	-1	-5	-1	2	13	4	4	98	-0.3
